# Source: PubChem
# NR2E3 ag-1 = agonists of human nuclear receptor NR2E3. Q9Y5X4. AID 2300. GST-NR2E3/biotin-RetCOR TR-FRET, 1536-well. inhibition of corepressor binding, % at 4.78 µM. 320,000 tested, 0.12% active;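 active means percent inhibition above the cutoff of mean plus 3 SD of all tested compounds, set per screening campaign, cut at about 20% in these data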;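 further: 0% = DMSO wells and 100% = biotin wells as full block of FRET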
# Target sequence (Q9Y5X4 whole entry, looked up): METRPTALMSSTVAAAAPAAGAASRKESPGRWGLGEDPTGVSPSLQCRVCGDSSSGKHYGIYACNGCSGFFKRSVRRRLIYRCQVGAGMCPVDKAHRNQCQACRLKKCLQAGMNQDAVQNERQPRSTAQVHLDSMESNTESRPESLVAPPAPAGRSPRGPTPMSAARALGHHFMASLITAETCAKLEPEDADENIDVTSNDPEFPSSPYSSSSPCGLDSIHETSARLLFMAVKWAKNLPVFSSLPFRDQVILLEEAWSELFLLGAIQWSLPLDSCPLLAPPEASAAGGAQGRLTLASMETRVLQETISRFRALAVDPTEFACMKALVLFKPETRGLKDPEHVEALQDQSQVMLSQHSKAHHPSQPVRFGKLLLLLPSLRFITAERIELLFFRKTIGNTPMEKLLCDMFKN
#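 Material: NR2E3–RetCOR corepressor complex / Incubation: Compound–protein incubation for 5 h at 4 °C / Dosing: compound at 4.8 µM, single dose / Detection: time-resolved FRET / Benchmarks: high control biotin, low control 0.6% DMSO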
# CaV13 FRET inh = Disruptors of the CACNA1D IQ motif to Ca2+-dependent inactivation inhibitor domain association, primary screening, Förster resonance energy transfer in intact living …. HEK cells, CFP/YFP FRET ICDI-IQ, plate reader, 10 min; percent FRET-ratio fall versus neutral wells. inhibition, % at 12.3 µM. 340,000 tested, 0.098% active. AID 743397;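 active means mean replicate inhibition of at least 30% and at least 1% of replicates passing that level; inconclusive means only one of the two criteria is met; inactive means neither criterion is met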;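 further: 0% = median of the neutral control wells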
# HIF-2a inh = inhibitors of HIF-2a | 786-0 RCC cells HIF-2a reporter, luciferase luminescence, overnight | inhibition, % at 18.8 µM | 360,000 tested, 0.72% active | AID 624352;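 active means inhibition of the luminescence signal of 40% or more relative to plate controls, in a single-dose primary screen at 18.75 µM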
# hiPSC survival = enhancers of human iPSC single-cell survival | survival enhancement, % at 20 µM | hiPSC single-cell survival, ATPlite luminescence; 100% = ROCK inhibitor wells, 0% = DMSO | 360,000 tested, 0.044% active | AID 602274; in the data active means survival enhancement above about 18%;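 further: cells exposed to compounds for 16 hours before the ATP read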
# MITF TRPM1 inh = inhibitors of MITF-driven TRPM1 promoter in melanoma cells. SK-MEL-5 TRPM1 promoter luciferase, 24 h. inhibition, % at 12.5 µM. 330,000 tested, 0.83% active;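 active means mean inhibition across replicates of 60% or more, whatever share of single replicates reaches that level; inconclusive means some that reach 60%, reason not given; inactive means mean inhibition across replicates below 60%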; further: values of inactives mirror those of a sister screen read the other way
# Peg3 prom inh = inhibitors of Peg3 promoter. HeLa PEG-Prom luciferase reporter, luminescence, overnight. inhibition, % at 20 µM. 360,000 tested, 1.7% active;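 active means inhibition of at least 50% at 20 µM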
# NR2E3 ag-2 = human photoreceptor-specific nuclear receptor agonism; Q9Y5X4; CHO-S Gal4-NCOR/VP16-NR2E3 two-hybrid, luciferase; inhibition of corepressor binding, % at 3.98 µM; 360,000 tested, 0.35% active; AID 602229;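 active means inhibition above the mean of all tested compounds plus 3 SD, cut at about 70% in these data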;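 further: 0% = DMSO with NR2E3 transfected cells and 100% = cells lacking NR2E3 construct; higher means lower luciferase signal from less NR2E3 corepressor binding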
# aDG glyco up = alpha-DG glycosylation activation. Pro5-aDG cells, alpha-DG glycosylation AlphaScreen (IIH6); 0% Pro5, 100% B10-LARGE cell signal. activation, % at 10 µM. 360,000 tested, 0.22% active;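 active means activation of at least 8% versus controls, or a plate z-score of at least 8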;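 further: Pro5 are CHO cells carrying HIG-tagged alpha-DG that lacks glycosylation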
# Exocytosis inh = blocks lytic granule exocytosis | 360,000 tested, 0.66% active | TALL-104 LAMP-1 surface exposure, flow cytometry; cells stimulated with thapsigargin and PMA | inhibition, % at 10 µM;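 active means inhibition above about 55%, limit read from the data; inconclusive means no clear call, values can overlap the other calls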
# PDI inh = inhibitors of human protein disulfide isomerase; P07237; PDI insulin aggregation turbidity, A650, 90 min; inhibition, % at 10 µM; 350,000 tested, 0.052% active;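 active means mean inhibition across replicates of 30% or more, whatever share of single replicates reach that level; inconclusive means mean inhibition below 30% while every single replicate reaches 30%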;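 further: absorbance from insulin aggregation driven by PDI reduction with DTT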
# Target sequence (P07237 whole entry, looked up): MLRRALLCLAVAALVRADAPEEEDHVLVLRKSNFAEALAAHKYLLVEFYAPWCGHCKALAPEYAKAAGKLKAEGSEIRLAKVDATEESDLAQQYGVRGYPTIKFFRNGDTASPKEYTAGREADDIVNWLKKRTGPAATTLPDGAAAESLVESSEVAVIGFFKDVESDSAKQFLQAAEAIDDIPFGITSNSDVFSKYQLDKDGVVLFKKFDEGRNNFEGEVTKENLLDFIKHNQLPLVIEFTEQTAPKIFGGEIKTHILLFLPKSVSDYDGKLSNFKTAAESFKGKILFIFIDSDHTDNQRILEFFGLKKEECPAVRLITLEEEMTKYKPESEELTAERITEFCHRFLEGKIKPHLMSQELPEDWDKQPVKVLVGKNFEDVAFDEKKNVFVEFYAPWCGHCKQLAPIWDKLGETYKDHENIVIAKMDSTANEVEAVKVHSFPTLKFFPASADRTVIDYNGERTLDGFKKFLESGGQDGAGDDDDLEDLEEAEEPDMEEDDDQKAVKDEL
# Vif inh = blocks HIV Vif function | HEK293T cells, Vif self-association by quenched fluorescence, imaging, 24 h | inhibition, % at 7.49 µM | 340,000 tested, 0.35% active; in the data active means inhibition above about 50%, passing the limit was not always enough; inconclusive means no clear call, values can overlap the other calls; inactive means below about 31%; further: some results filed as inactive read as strong as hits
# The depositor's hits bear a star; ? = inconclusive; nt = no result given.
mol	Vif inh	PDI inh	Peg3 prom inh	NR2E3 ag-1	Exocytosis inh	NR2E3 ag-2	hiPSC survival	aDG glyco up	CaV13 FRET inh	MITF TRPM1 inh	HIF-2a inh
Cc1ccccc1CCN1CCCC(CN(C)C(=O)C(=O)c2ccco2)C1 (stereo unspecified)	3	-4	-57	0	-13	18	-0.3	0.1	-5	-17	-62
CCOc1ccc(C2Sc3ccccc3NC3=C2C(=O)OC3)cc1 (stereo unspecified)	nt	12	-121	5	-4	-43	-3.0	0.6	nt	-10	-56
CCOc1ccccc1C(=O)Oc1ccc2ccc(=O)oc2c1	-4	0	7	6	-1	-11	-0.3	-0.1	6	0	20
COc1ccc(NC(=O)c2c(Cl)n(C)c3ccccc23)cc1	2	-7	-131	3	-2	-251	-3.2	-0.3	-2	-12	-194
CC(C)=CCOc1ccc2c(C)c(CC(=O)N3C[C@H]4C[C@@H](C3)c3cccc(=O)n3C4)c(=O)oc2c1C	-11	nt	-5	-2	8	9	-0.5	-0.4	nt	-7	-18
COc1cc(C)c(Br)cc1S(=O)(=O)NCc1ccncc1	-6	6	8	7	7	38	-1.4	2.5	-5	25	11
O=P(O)(c1ccc(Cl)cc1)c1ccc(Cl)cc1	-2	4	13	0	-1	-24	-0.6	0.0	nt	-3	18
CNS(=O)(=O)c1cc(Nc2ncnc3sccc23)ccc1C	-7	7	14	0	-1	-7	0.4	-0.1	-3	-7	4
COc1ccc(NC(=O)c2cc(C3CCCCN3C(=O)CCc3ccccc3)on2)c(C)c1 (stereo unspecified)	19	5	6	nt	-3	-22	-1.7	0.4	-6	nt	12
CN(C(=O)c1ccoc1)c1ccc2ccccc2c1	-11	-8	23	nt	0	-11	-0.4	0.5	-3	25	17
Oc1c(I)cc(Cl)c2cccnc12	-2	-3	55*	-3	1	4	-1.3	0.0	-5	19	13
Cc1c(-c2nn(C)c(=O)c3ccccc23)oc2ccc(F)cc2c1=O	-3	6	12	-1	0	7	-1.5	-0.1	nt	3	-2
O=S(=O)(O/N=C1\CCCc2ccccc21)c1ccc(Cl)cc1	16	8	-2	0	-3	-27	-1.2	-0.3	-3	-3	8
CCOc1ccc2ccccc2c1C1NC(=S)N(C)C(C)=C1C(=O)OC (stereo unspecified)	-3	0	6	2	-3	4	-0.5	0.5	-1	22	16
COc1ccc(C(=O)NN2CCOCC2)cc1	6	-5	1	2	4	-25	-0.3	0.3	-2	-5	15
CC(C)(C)OC(=O)CNC(=O)c1[nH]cnc1C(=O)N[C@@H](Cc1ccccc1)C(=O)OC(C)(C)C	-7	4	20	-1	-2	12	2.9	-0.5	-9	8	17
CN1CCc2c(sc3c2c(=O)n(-c2ccccc2)c2nnc(SCc4ccccc4)n32)C1	nt	-4	1	3	0	-13	2.2	0.1	-6	-18	-1
Cc1[nH]c2ccccc2c1C(=O)CSC(=S)N1CCN(C)CC1	-3	3	-56	0	-2	5	-0.9	0.0	-13	-35	-102
Cc1cc(C)cc(N2C(=O)C3CC=CCC3C2=O)c1 (stereo unspecified)	-1	-25	-1	0	-2	-4	0.0	0.2	-8	0	6
COc1ccc(CNC(=O)CN(Cc2ccco2)C(=O)CNS(=O)(=O)c2ccccc2)cc1	-5	-3	-16	-1	8	15	-0.4	0.2	-4	-4	5
Cc1ccc(-n2nc3c(c2NC(=O)C(C)(C)C)CS(=O)(=O)C3)cc1	0	0	-2	0	5	0	-0.5	0.2	nt	10	-8
COc1ccccc1CNC(=O)C1CCC(CNS(=O)(=O)c2cccs2)CC1 (stereo unspecified)	55*	5	5	4	-10	-20	0.3	0.2	-7	2	8
Cc1cn([C@H]2C[C@H](O)[C@@H](/C=C/C(=O)NCCN3CCOCC3)O2)c(=O)[nH]c1=O	4	nt	15	nt	-1	-4	2.5	0.2	-5	nt	20
COc1ccc(OC)c(C2SCCN2S(=O)(=O)c2cccc(C(F)(F)F)c2)c1 (stereo unspecified)	-8	-6	22	-2	2	4	0.2	-0.1	nt	10	26
COCCN1C(=O)c2oc3ccccc3c(=O)c2C1c1ccc(C(=O)OC)cc1 (stereo unspecified)	2	nt	4	-3	-3	8	-0.3	-0.1	1	-1	1

# Carrying on.
mol	Vif inh	PDI inh	Peg3 prom inh	NR2E3 ag-1	Exocytosis inh	NR2E3 ag-2	hiPSC survival	aDG glyco up	CaV13 FRET inh	MITF TRPM1 inh	HIF-2a inh
Cc1nc(N2CCN(c3ccccn3)CC2)c2c(C)c(C(=O)Nc3c(F)cc(F)cc3Br)sc2n1	-5	-11	22	-2	2	-23	0.0	-0.2	-2	-7	-1
COC(=O)c1sccc1NC(=O)COc1ccc(F)cc1Cl	-6	4	-116	0	1	-4	0.4	0.7	-19	-29	-161
CC(=O)Oc1ccc(-c2nc(-c3cccnc3)no2)cc1	-1	6	-183	4	2	-80	-1.6	-0.2	nt	-68	-196
O=C(OCC(=O)N1CCc2ccccc21)c1ccccn1	-31	2	-13	0	0	3	-1.0	-0.4	2	-1	6
O=C(CSc1nc2ccccc2o1)Nc1nc2ccc(Br)cc2s1	-5	-1	-53	3	1	-66	3.3	0.2	-6	-11	-30
COc1ccc(CN2CCNC(=O)C2CC(=O)N(Cc2nccn2C)C(C)C)c(OC)c1 (stereo unspecified)	-3	3	5	0	0	-3	1.0	0.0	13	-2	5
CC(=NNS(=O)(=O)c1ccc(C)cc1)c1ccccc1	0	12	10	nt	-2	-4	-1.1	1.1	-7	nt	15
NC(=O)CSc1cn(Cc2ccc(F)cc2)c2ccccc12	-6	nt	14	-1	-7	-9	1.4	0.5	-10	22	6
Cc1ccc(S(=O)(=O)N(C)c2ccc(C(=O)NCc3ccccn3)cc2)cc1	0	-2	10	-3	1	39	3.6	-0.7	-4	9	16
Cc1nn(C(C)C(=O)N/N=C/c2ccc(N(C)C)cc2)c(C)c1[N+](=O)[O-] (stereo unspecified)	8	4	3	-4	4	-17	-0.6	-0.1	-5	-6	8
O=C(CN1C(=O)NC(c2ccccc2)(c2ccccc2)C1=O)NC1CCCCC1	-10	-2	-5	2	1	-18	0.1	-0.1	-2	5	9
O=C(Nc1ccc2c(c1)oc1ccccc12)c1ccc(Br)o1	2	-9	-232	1	15	-117	-1.7	0.4	-5	-74	-174
Cc1ccc(Cn2c(NCCCn3ccnc3)nc3c2c(=O)n(C)c(=O)n3C)cc1	-7	-2	7	1	-1	-1	7.3	-0.4	nt	-4	17
COc1ccc(Cl)cc1N(CC(=O)NCCSCc1ccccc1)S(C)(=O)=O	?	-4	13	-2	1	2	-0.6	0.1	-4	12	13
CCOc1ccc(NC(=O)CN(C)CC(=O)NC(C)c2ccccc2)cc1OCC (stereo unspecified)	-2	-1	0	1	-1	-1	-0.6	0.0	0	4	13
CNC(=O)c1ccc(-c2ccc(F)cc2)s1	-1	13	-181	0	6	-41	-1.2	-0.1	nt	-51	-213
Cc1ccc(/C(C#N)=C\c2ccc(N3CCOCC3)o2)cc1	3	17	-160	2	78*	8	-2.4	-0.4	-10	-42	-150
C[C@H](NC(=O)[C@@H]1CCCN1C(=O)[C@@H]1CCCN1C(=O)c1ccccc1)c1ccccc1	nt	nt	nt	nt	-1	9	0.2	-0.2	-9	nt	1
N#Cc1c(NC(=O)CSc2nnc(-c3ccccc3O)n2-c2ccccc2)sc2c1CCCC2	4	6	27	2	8	-5	-5.0	0.3	1	1	13
COc1ccc(Cc2nnc(SC)[nH]c2=O)cc1	1	6	13	3	-2	26	-2.7	-0.1	-9	6	23
CCN(C(=O)CCCCC(=O)N(CC)c1ccccc1)c1ccccc1	4	8	-1	1	-3	-4	0.2	0.0	-4	-8	19
C/C(=N\NC(=O)CNC(=O)c1cccnc1)c1cccc(O)c1	8	-3	2	0	10	23	-0.6	-0.1	-5	14	15
Nc1nnc(SC2CC(=O)N(c3ccccc3)C2=O)s1 (stereo unspecified)	20	8	11	0	21	-9	-3.7	0.1	-5	9	16
CCOC(=O)C1CCCN(C(=O)C(=O)c2cn(CC(=O)N3CCOCC3)c3ccccc23)C1 (stereo unspecified)	6	1	11	-3	0	11	0.1	-0.3	-5	4	9
O=C(COC(=O)c1ccccc1O)Nc1cccc(S(=O)(=O)NC2=NCCCCC2)c1	-4	-5	1	2	-3	-6	0.1	0.0	-1	-2	7

# Carrying on:
mol	Vif inh	PDI inh	Peg3 prom inh	NR2E3 ag-1	Exocytosis inh	NR2E3 ag-2	hiPSC survival	aDG glyco up	CaV13 FRET inh	MITF TRPM1 inh	HIF-2a inh
Cc1ccc(C(=O)N2CCN(c3ccccc3)CC2)cc1S(=O)(=O)N1CCCC1	-15	-2	17	1	-2	5	5.8	0.1	nt	11	14
CC(C)N1CCC(N2CCN(C3CCCCC3)CC2CCO)CC1 (stereo unspecified)	3	-8	-7	2	0	6	1.3	0.1	-5	-5	9
COc1cc(C(=O)Nc2ccc(S(=O)(=O)Nc3cnc4ccccc4n3)cc2)cc(OC)c1OC	-2	-5	4	2	-1	5	-0.2	0.0	-4	-4	3
COC(=O)[C@@H]1CC[C@@](C)(c2ccc(OC)cc2)C1(C)C	7	2	2	1	0	-15	2.6	-0.2	-5	-2	8
CC(C)C(=O)Nc1ccc(NC(=O)c2ccco2)cn1	13	-16	-146	3	2	-22	0.8	-0.2	-4	-47	-133
CC1CCCC(NC(=O)COC(=O)c2ccc([N+](=O)[O-])s2)C1C (stereo unspecified)	-5	-18	9	nt	-2	-8	0.0	0.4	-5	13	-9
CC(=O)Nc1ccc2nc(NC(=O)c3cccnc3)sc2c1	0	0	-138	1	-3	-26	0.3	0.4	-7	nt	-131
COc1ccc(-c2cn[nH]c2-c2ccc(OCc3ccccc3)cc2O)cc1	-17	-5	17	0	-1	-23	0.0	0.0	-6	-3	10
CCOc1ccc(-c2c(C(=O)N/N=C/c3ccco3)nnn2-c2nonc2N)cc1	-5	5	-9	1	-3	-39	-0.3	-0.3	-16	-2	-4
O=C(NCCc1ccc(Cl)cc1)C1CC(=O)N(CCc2ccccc2)C1 (stereo unspecified)	7	0	-4	-2	-2	9	-0.5	0.0	-7	3	7
CN(c1cccc(Cl)c1)S(=O)(=O)c1cccc(C(=O)Nc2ccc3c(c2)CCC3)c1	-3	-3	-32	2	11	-38	-0.6	2.5	-3	-4	-58

# Single records (already shown).
# Profile of CCOc1ccc(-c2c(C(=O)N/N=C/c3ccco3)nnn2-c2nonc2N)cc1 : Vif inh: -5; PDI inh: 5; Peg3 prom inh: -9; NR2E3 ag-1: 1; Exocytosis inh: -3; NR2E3 ag-2: -39; hiPSC survival: -0.3; aDG glyco up: -0.3; CaV13 FRET inh: -16; MITF TRPM1 inh: -2; HIF-2a inh: -4
# Profile of CC(=O)Nc1ccc2nc(NC(=O)c3cccnc3)sc2c1 : Vif inh: 0; PDI inh: 0; Peg3 prom inh: -138; NR2E3 ag-1: 1; Exocytosis inh: -3; NR2E3 ag-2: -26; hiPSC survival: 0.3; aDG glyco up: 0.4; CaV13 FRET inh: -7; MITF TRPM1 inh: nt; HIF-2a inh: -131
